Source: PubChem
SSB-PriA inh = inhibitors of Klebsiella pneumoniae PriA binding to SSB C-terminal tail, primary screen, biochemical, AlphaScreen; PriA–SSB C-terminal tail interaction (Klebsiella pneumoniae); AlphaScreen SSBct-PriA binding, biotinylated peptide; inhibition, % at 33 µM; 430,000 compounds, 0.6% hits; in the data active = inhibition mostly above about 37%, no sharp cut-off; inactive = mostly below about 20%;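 note: plate controls were negative control peptide for no effect and reference peptide for full effect; strong numbers were not always called active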
The depositor's hits bear a star; & = joins results of further samples. Only part of the results is shown (hit frequency here may not be typical).

SMILES | SSB-PriA inh
CCCc1nnsc1C(=O)NCCc1csc(-n2cccn2)n1 | -18.0
O=c1c2ccccc2c2ccccc2c(=O)n1-c1cc(C(F)(F)F)ccc1Cl | -4.0
O=C(Cc1ccccc1Cl)N1CCN(CC(O)c2ccco2)CC1 (configuration not stated) | -4.0
COc1cc(NC(=O)CS(=O)(=O)c2cccs2)cc(OC)c1 | -2.0
COc1cccc([C@@H](O)CN2CCN(c3ccccc3F)CC2)c1 | 3.0
O=C(CCC(=O)c1ccccc1)Nc1cnn(C2CCOCC2)c1 | -15.0
CC(=O)Nc1ccc(N=Cc2ccc(OC(=O)c3ccccc3Br)cc2O)cc1 | -3.0
O=C(CN1CC(=O)Oc2ccccc21)OCC(=O)c1ccc(Cl)c(Cl)c1 | 93.6*
COc1ccc(-c2csc(NC(=O)CSCC(=O)N3CCc4ccccc4C3)n2)cc1 | -5.0&6.0
Cc1cc(NC(=O)C(=O)NC(c2ccccc2)c2ccccc2)no1 | -15.0

Looked up above.
Entry for CC(=O)Nc1ccc(N=Cc2ccc(OC(=O)c3ccccc3Br)cc2O)cc1 in SSB-PriA inh: -3.0
Entry for O=C(Cc1ccccc1Cl)N1CCN(CC(O)c2ccco2)CC1 (configuration not stated) in SSB-PriA inh: -4.0

The main list resumes, starting 5 compounds before the break.
SMILES | SSB-PriA inh
O=C(CCC(=O)c1ccccc1)Nc1cnn(C2CCOCC2)c1 | -15.0
CC(=O)Nc1ccc(N=Cc2ccc(OC(=O)c3ccccc3Br)cc2O)cc1 | -3.0
O=C(CN1CC(=O)Oc2ccccc21)OCC(=O)c1ccc(Cl)c(Cl)c1 | 93.6*
COc1ccc(-c2csc(NC(=O)CSCC(=O)N3CCc4ccccc4C3)n2)cc1 | -5.0&6.0
Cc1cc(NC(=O)C(=O)NC(c2ccccc2)c2ccccc2)no1 | -15.0
CCN1C(=O)/C(=C\c2ccc(OCC(N)=O)c(OC)c2)SC1=S | 6.0
CCNC(=O)ON=C1CCCCC1c1ccc([N+](=O)[O-])cc1[N+](=O)[O-] (configuration not stated) | -1.8
CC(=O)C12CC3CC(CC(C3)C1)C2 | 9.0
CCn1ccc(C(=O)Nc2ccc3c(c2)C(=O)NC3=O)n1 | -4.0
CCSc1ccccc1C(=O)Nc1cc(C2CC2)nn1-c1nc(C)cc(=O)[nH]1 | -13.0
CCCN1C(=O)C(C)(C)COc2ccc(NC(=O)c3cccc(F)c3)cc21 | 17.0
CC(=NNC(=O)c1nnn(-c2nonc2N)c1-c1ccc(Cl)c(Cl)c1)c1ccncc1 | 0.2
CSc1ncccc1C(=O)N1CCC(CNS(=O)(=O)c2cc(C)c(C)cc2C)CC1 | -14.0
O=c1ccc(-c2cccs2)nn1CCNS(=O)(=O)c1ccccc1C(F)(F)F | -1.0
O=C(CCCn1nc(-c2ccco2)ccc1=O)N(Cc1ccccc1)c1ccccc1 | 1.0
CCc1cccc2sc(N(CC3CCCO3)C(=O)c3ccccc3SC)nc12 (configuration not stated) | -9.0
CSc1ncccc1C(=O)N1CCC(CNC(=O)c2cccn(C)c2=O)CC1 | -9.0
N#CCCn1cc(C=NNC(=O)c2ccncc2)c(-c2ccc(F)cc2)n1 | -8.7
O=C(CCCS(=O)(=O)c1ccc(Cl)cc1)Nc1cccc(-c2nc3ccccc3[nH]2)c1 | -19.0
Oc1ccc(CSc2ncccn2)c2cccnc12 | 76.0*
O=C(CCSc1ccccc1)NCCn1nc(-n2cncn2)ccc1=O | -9.0
CCC(CC)C(=O)N1CCN(c2ccc(-c3ccccc3C)nn2)CC1 | -8.0
O=C(CCN1CCCCC1)NN=Cc1c[nH]c2ccccc12 | -3.3
COc1cc(NC(=O)CSc2nccn3nc(-c4cccc5ccccc45)cc23)cc(OC)c1 | -4.0
O=C(COc1ccc(Cl)cc1)Nc1ccc2c(c1)N(C(=O)C1CC1)CC2 | -8.0
CN(C)C(CNC(=O)Nc1ccccc1)c1cccc2ccccc12 (configuration not stated) | 5.0
COc1ccc2[nH]c3c(=O)n(N=Cc4ccc(OC)c(CN5CCCC5)c4)c(C)nc3c2c1 | 6.4
CCc1ccccc1-n1ccn(Cc2ccccc2F)c(=O)c1=O | -2.0
Cc1nc(NCCNC(=O)c2ccccc2)cc(-n2cccc2)n1 | -13.0
O=C(NCCc1ccccc1)N1CC(S(=O)(=O)c2ccc(Cl)cc2)C1 | -14.0
CCS(=O)(=O)N1CCCc2ccc(NS(=O)(=O)c3c(C)c(C)c(C)c(C)c3C)cc21 | -8.0
Cn1c(=O)n(CC(=O)c2ccccc2)c(=O)c2c(N3CCN(C(=O)c4ccco4)CC3)ccnc21 | -17.0
Cc1cc(NC(=O)Cc2cccs2)n(-c2nc3c(F)cccc3s2)n1 | -14.0&1.0
NC(=O)c1cc(-c2ccccc2)sc1NC(=O)c1ccc2ncsc2c1 | -1.0
CSCCC(NC(C)=O)C(=O)NC1CCC(Oc2ncc(F)cn2)CC1 (configuration not stated) | 2.0
O=S(=O)(Nc1ccccc1Cc1nc(-c2cccs2)no1)c1ccc2c(c1)CCO2 | -27.0
O=C(c1cc([N+](=O)[O-])ccc1Cl)N1CCN(c2ncnc3c2nnn3-c2cccc(F)c2)CC1 | 2.0
Cc1ccc(NC(=O)c2ccc3c(c2)CC(c2ccccc2)OC3=O)cc1 (configuration not stated) | -15.0
Cc1ccccc1C(=O)NC[C@H]1CC(=O)N(Cc2ccc(F)cc2)C1 | -5.0
O=C(NCCn1ccnc1C1CC1)[C@H]1CCOC1 | -17.0
O=C(c1cc(-c2ccco2)[nH]n1)N1CCCCC(c2ccc(F)cc2)C1 (configuration not stated) | 1.0
Cc1nc(C)c(C(=O)N2CCOCC2CN(C)CCO)s1 (configuration not stated) | -5.0
O=C(Nc1ccccc1Br)c1cc(S(=O)(=O)NCc2ccccc2Cl)ccc1F | -24.0
O=C(Nc1ncc(Cc2ccc(F)cc2)s1)C1COc2ccccc2C1 (configuration not stated) | 6.0
Cc1ccc(C(=O)N2CCC(n3c(=O)[nH]c4ccccc4c3=O)CC2)s1 | -2.0

Filtered by structure: the compounds so far containing bromine (two)
SMILES | SSB-PriA inh
CC(=O)Nc1ccc(N=Cc2ccc(OC(=O)c3ccccc3Br)cc2O)cc1 | -3.0
O=C(Nc1ccccc1Br)c1cc(S(=O)(=O)NCc2ccccc2Cl)ccc1F | -24.0

(list continues)
SMILES | SSB-PriA inh
COc1ccc2nc(N3CCN(C(=O)C(c4ccccc4)c4ccccc4)CC3)sc2c1 | 5.0
O=C(Cc1c(F)cccc1Cl)N1CCC(Oc2nc3c(F)cc(F)cc3s2)CC1 | -2.0
Cc1ccc(NC(=O)C[C@H]2CSc3nccc(=O)n32)cc1Cl | -4.0
O=C(c1ccccc1Oc1ccccc1)N(Cc1ccccn1)c1nc2ccc(F)cc2s1 | -9.0
Nc1nc(SCC(=O)Nc2cc(Cl)ccc2Cl)ncc1S(=O)(=O)c1cccs1 | -21.0
CSc1ncccc1C(=O)N1CCC(CNC(=O)C(C)(C)Oc2ccc(Cl)cc2)CC1 | 8.0
CS(=O)(=O)Nc1ccc(-c2ccc(/C=C3\SC(=N)NC3=O)o2)cc1 | -5.4
Cc1nnsc1C(=O)NN=Cc1ccccc1 | 3.1
Cc1cc(NC(=O)C2CCN(c3ccc(-n4cccn4)nn3)CC2)no1 | -4.0
O=C1CCc2cc(NS(=O)(=O)c3ccccc3Br)ccc2N1Cc1ccccc1 | 5.0
CCCCCCCN1CC(=O)C(c2nc3ccccc3[nH]2)C1=N (configuration not stated) | 8.0
CCCn1nc(-c2ccco2)c2sc(N3CCCC3)nc2c1=O | 0.0
O=C(CSc1ncnc2sc3c(c12)CCC3)NC[C@H]1CCCO1 | -6.0
CCCCCCCCCCS(=O)(=O)NN=Cc1ccc([N+](=O)[O-])cc1 | -8.9
CN(Cc1ccco1)S(=O)(=O)c1ccc(C(=O)Nc2sc3c(c2C#N)CCCCC3)cc1 | -6.0
CC(=O)c1ccc(NC(=O)CSc2nccc(N3CCCC3)n2)cc1 | -4.0
CCOC(=O)c1ccccc1NC(=O)Cn1cnc2c(-c3ccccc3)csc2c1=O | 1.0
O=C(c1ccccn1)N1CC(n2ccnn2)C1 | -9.0
Cc1ccc(OC2CCCN(C(=O)Cn3cnc(C)c(C)c3=O)C2)nn1 (configuration not stated) | -1.0
Cc1nnsc1C(=O)NCC1(O)CCc2ccccc2C1 (configuration not stated) | 2.0
Cc1c(Cl)cccc1S(=O)(=O)NCCn1nc(C2CC2)n(-c2ccccc2)c1=O | -10.0
O=C(CS(=O)(=O)Cc1ccccc1)Nc1nc(-c2cc([N+](=O)[O-])cs2)cs1 | 10.0
Cc1cc(OC2CCN(C(=O)CNC(=O)c3ccccc3)CC2)cc(=O)o1 | -7.0
COc1cccc(-c2noc(-c3cccn4c(=O)c5ccccc5nc34)n2)c1OC | -13.0
O=C(NC1CCCCC1)N1CCn2cccc2C1c1ccc(F)c(F)c1 (configuration not stated) | 14.0
Cc1cc(C)c2sc(NC(=O)c3ccc(Br)o3)nc2n1 | -5.0
CCN(Cc1cnc2ccccn12)S(=O)(=O)c1cccnc1 | -2.0
COc1ccc(-c2nc(CCNC(=O)CC3CCCC3)cs2)cc1OC | 4.0
COc1cc(CNC(=O)CCc2ccc(-n3nc(C)cc3C)cc2)ccn1 | -2.0
O=C(CSc1ccc(F)cc1)N1CC(Oc2nccs2)C1 | -2.0
Cc1cccc(C(=O)NCCOc2ccc3nnc(-c4ccc(F)cc4)n3n2)c1 | 5.0
O=C(CSc1ccc(F)cc1)NCC(O)(c1cccs1)C1CC1 (configuration not stated) | -3.0
O=C(N[C@H]1CCN(c2nccs2)C1)c1ccncc1 | 2.0
Cn1cnc(S(=O)(=O)N(Cc2ccsc2)Cc2ccco2)c1 | -14.0
CCN(CC)c1ccc(NC(=O)CCCn2nc(-c3cccs3)ccc2=O)c(C)c1 | 18.0
NC(=NOC(=O)c1cc(Cl)ccc1Cl)c1ccncc1 | -13.3
Oc1ccc(C=NNc2nccnc2Cl)c(O)c1 | -0.4
O=C(Cn1ncccc1=O)NCCn1cnc2ccsc2c1=O | -15.0
Cc1sc(NC(=O)/C=C/c2ccc([N+](=O)[O-])cc2)nc1-c1ccccc1 | 5.0
Oc1ccccc1C=Nn1c(COc2ccccc2)n[nH]c1=S | 3.0
O=C(CSCc1ccccc1)N(CCc1cccs1)Cc1ccoc1 | 7.0
COC(=O)Nc1nc(CC(=O)N2CCN(c3ncccn3)CC2)cs1 | -6.0&-4.0
O=C(Nc1ccc(-c2ccc3nnc(-c4ccccn4)n3n2)cc1)c1cccnc1Cl | 87.0*
CCc1cccc(CC)c1-n1ccnc1SCC(N)=O | 6.0
O=C(NCC1CCN(c2ccncc2)CC1)c1ccsc1 | -1.0
CNc1nn(CC(=O)Nc2ccc(Br)cc2)c(N)c1-c1nc(-c2ccccc2C)no1 | 4.0
O=S1(=O)CCCCN1c1ccc(S(=O)(=O)N2CCC(c3cccs3)CC2)cc1 | -14.0
O=C(c1cc(N2CCCCCC2)ccn1)N1CCn2c1nc1ccccc12 | 2.0
Cc1cc(NC(=O)CCS(=O)(=O)c2ccc(F)cc2)on1 | 2.0
c1ccc(-n2nnnc2SSc2nnnn2-c2ccccc2)cc1 | 17.0

(more compounds)
SMILES | SSB-PriA inh
COc1ccc(NC(=O)C(CC(C)C)N2C(=O)c3ccccc3C2=O)cc1 (configuration not stated) | -6.0
COc1cc(CN2CCN(CC(O)c3ccco3)CC2)cc(OC)c1 (configuration not stated) | -8.0
O=C(Nc1ccccc1)Nc1nc(CCC(=O)N2CCN(c3ccccc3)CC2)cs1 | -22.0
Cn1nnn(-c2ccc(NC(=O)Nc3cccc(Cl)c3)cc2)c1=O | -18.0
Cc1nnsc1C(=O)NCCn1ccnc1-c1ccccn1 | 1.0
CCS(=O)(=O)C1CN(S(=O)(=O)c2ccc(N3C(=O)CCC3=O)cc2)C1 | -12.0
COc1ccc(CCC(=O)N2CCN(c3ccc(-c4ccccc4C)nn3)CC2)cc1 | -5.0
Cc1cc(C)c2nc(N(CCn3cccn3)C(=O)c3cc4ccccc4oc3=O)sc2c1 | -2.0
FC(F)(F)c1cccc(-n2cc(-c3ccccc3)c3c(NC4CCCCCC4)ncnc32)c1 | -6.0
CC(=O)c1ccc(NC(=O)CSc2cc(C(F)(F)F)c3cc4c(cc3n2)OCO4)cc1 | -18.0
COCC(C)NC(=O)C(=O)Nc1ccc2c(c1)OCO2 (configuration not stated) | -12.0
CCCS(=O)(=O)c1nc2ccccc2n1Cc1ccc(Br)cc1 | -30.0
CC(C)NC(=S)NN=CC1=CCC2CC1C2(C)C (configuration not stated) | 10.1
Cc1cccc(-c2nsc(SCC(=O)Nc3cccc(Cl)c3)n2)c1 | -8.0
Cc1cc(OC2CCN(S(=O)(=O)c3ccccc3Br)CC2)cc(=O)o1 | -15.0
O=C(Cc1cccs1)Nc1nnc(-c2cc3ccccc3o2)o1 | 5.0
Cc1ccccc1-c1nc(C)c(CNC(=O)c2ccc3n[nH]nc3c2)s1 | -1.0
Cn1c(=O)c2c(nc(N3CCCC3)n2CCSc2nc3ccccc3[nH]2)n(C)c1=O | -11.0
O=C(Cn1cnc2ccccc21)Nc1cnn(C[C@H]2COc3ccccc3O2)c1 | -3.0
COc1ccc(S(=O)(=O)NCCCn2ncccc2=O)c(OC)c1 | -3.0
CCOC(=O)c1c(SCc2c(F)cccc2Cl)nc(=O)[nH]c1C | 9.0
Cc1nnc(C)n1N=Cc1cc(Br)ccc1O | 0.9
CC(=NNS(=O)(=O)c1ccc(C)cc1)c1ccc(C)o1 | 1.2
Cn1cccc1[C@@H](O)CCNC(=O)c1cc2ccccc2s1 | 9.0
CCC(=O)Nc1ccc(C(=O)NCCNC(=O)Nc2cc(F)ccc2F)cc1 | -9.0
O=C(CCS(=O)(=O)c1ccc(Cl)cc1)Nc1nnc(-c2ccno2)o1 | -15.0
CCCNC(=O)CC(C)=NNC(=O)COc1ccc(C)cc1Br | -6.0
CC(=O)c1sc(NN=C2CC3CCC2(C)C3(C)C)nc1C (configuration not stated) | 2.1
COc1ccc(C(O)=C2C(=O)C(=O)N(c3ccccn3)C2c2ccc(OC)cc2)cc1 (configuration not stated) | -8.8
O=C(NCc1cncc(-c2ccsc2)c1)c1ccc(OC(F)(F)F)cc1 | -6.0
